PLCg1 inh = blocks human PLC-gamma1 enzyme activity; P19174; purified PLC-gamma1, fluorogenic substrate, fluorescence; inhibition, % at 12.2 µM; hit rate 0.84% among 370,000; in the data active = inhibition above about 9.5%
ASAP1 GAP inh = ASAP1 ArfGAP inhibition; hit rate 0.19% among 360,000; inhibition, % at 16.5 µM; ASAP1-stimulated ARF1 GTP hydrolysis, GDP FP detection; in the data active = inhibition above about 25%;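 also: 0% = vehicle with enzyme and substrate and 100% = no enzyme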
DDE Tn7 FP inh = DD(E)-Tn7 binding inhibition, primary FP screen. P02675. FP displacement of FITC-Tn7 peptide from fibrin DD(E); 0% = median of compound wells per plate. inhibition, % at 8.3 µM. hit rate 0.13% among 370,000. AID 720508;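 active = inhibition above the mean of compounds falling within the control limits plus 3 SD of them, cut at about 14% in these data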;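 also: 0% = plate median of compound wells and 100% = 10 µM Aha-Tn7 peptide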
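Assay system: Human clot-derived fibrin DD(E) complex | Buffer or medium: Tris/NaCl/CaCl2 buffer, pH 7.8 | Repeats: One replicate per compound | Benchmarks: Aha-Tn7 high control | Measure: % inhibition scaled between sample-field median and high-control FP | Schedule: 10 min plus 3 h, room temperature | Signal: Fluorescence polarization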
HGIII-sPLA2 inh = Inhibits HGIII-sPLA2 liposome hydrolysis, primary screen; Q9NZ20; QFRET BODIPY PC-A2 liposome hydrolysis, fluorescence; inhibition, % at 12.2 µM; hit rate 0.56% among 370,000; AID 743126;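 active = inhibition above mean plus 3 SD of compounds lying within the high and low control bounds, cut at about 19% in these data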;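 also: 0% = median of test compound wells and 100% = no enzyme DMSO wells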
DDE Tn6 FP inh = DD(E)-Tn6 binding inhibition, primary FP screen | AID 720509 | hit rate 0.21% among 370,000 | P02675 | inhibition, % at 8.3 µM | Fibrin DD(E) TRITC-Tn6 fluorescence polarization displacement;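 active = inhibition above a per-campaign cutoff: mean of compounds within control limits plus 3 SD, cut at about 15% in these data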;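 also: 0% = median of all compound wells on the plate and 100% = blocking peptide control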
ARFGAP1 inh = inhibitors of rat ARFGAP1; Q62848; Arfgap1-stimulated ARF1 GTP hydrolysis, GDP FP detection; inhibition, % at 16.5 µM; hit rate 0.26% among 360,000; AID 651572;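 active = inhibition above a per-plate limit, mean inhibition of low control wells plus 3 SD, cut at about 25% in these data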;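 also: 0% = DMSO wells with enzyme and 100% = wells lacking Arfgap1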
Target sequence (Q62848 1-136 limits assumed): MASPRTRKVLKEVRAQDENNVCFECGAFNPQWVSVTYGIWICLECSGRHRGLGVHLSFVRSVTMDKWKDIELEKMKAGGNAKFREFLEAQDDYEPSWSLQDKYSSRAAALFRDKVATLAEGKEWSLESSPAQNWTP
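Material – truncated rat Arfgap1 GAP domain · Buffer or medium – HEPES-based buffer, pH 7.5 · Reagent – human ARF1(Δ1-17)-GTP substrate · Dosing – 16.5 µM single point, 1.26% DMSO · Schedule – GTP hydrolysis reaction 2 h at 25 °C · Technique – GDP detection by fluorescence polarization · Benchmarks – No-Arfgap1 wells (100%) versus DMSO full-reaction wells (0%) · Repeats – single replicate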
KLK7 zymogen act = activates the human kallikrein-7 zymogen; P49862; purified proKLK7, EDANS-DABCYL substrate fluorescence; 100% is mature enzyme control, 0% vehicle; activation, % at 7 µM; hit rate 0.9% among 370,000;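 active = activation above the mean of all tested compounds plus 3 SD, computed per campaign excluding outliers beyond control limits, cut at about 13% in these data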
PLC-beta3 inh = PLC-beta3 (human) inhibition, primary screen | hit rate 0.18% among 370,000 | Purified PLC-beta3, fluorogenic substrate, fluorescence | AID 720704 | inhibition, % at 12.2 µM | Q01970; in the data active = inhibition above about 11%;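 also: 0% = median of compound wells on plate and 100% = full blocker control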
UHRF1 MBD2 ctr = human UHRF1 methylated DNA binding inhibitors; Q96T88; UHRF1 binding to methylated oligo, TR-FRET; inhibition, % at 4.4 µM; hit rate 0.75% among 370,000; in the data active = inhibition above about 21%;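 also: UHRF1 SRA domain binding a hemimethylated CpG hairpin DNA probe; 0% = median of test compound wells and 100% = reference inhibitor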
Target sequence (Q96T88 whole entry, looked up, the tested form may be a part): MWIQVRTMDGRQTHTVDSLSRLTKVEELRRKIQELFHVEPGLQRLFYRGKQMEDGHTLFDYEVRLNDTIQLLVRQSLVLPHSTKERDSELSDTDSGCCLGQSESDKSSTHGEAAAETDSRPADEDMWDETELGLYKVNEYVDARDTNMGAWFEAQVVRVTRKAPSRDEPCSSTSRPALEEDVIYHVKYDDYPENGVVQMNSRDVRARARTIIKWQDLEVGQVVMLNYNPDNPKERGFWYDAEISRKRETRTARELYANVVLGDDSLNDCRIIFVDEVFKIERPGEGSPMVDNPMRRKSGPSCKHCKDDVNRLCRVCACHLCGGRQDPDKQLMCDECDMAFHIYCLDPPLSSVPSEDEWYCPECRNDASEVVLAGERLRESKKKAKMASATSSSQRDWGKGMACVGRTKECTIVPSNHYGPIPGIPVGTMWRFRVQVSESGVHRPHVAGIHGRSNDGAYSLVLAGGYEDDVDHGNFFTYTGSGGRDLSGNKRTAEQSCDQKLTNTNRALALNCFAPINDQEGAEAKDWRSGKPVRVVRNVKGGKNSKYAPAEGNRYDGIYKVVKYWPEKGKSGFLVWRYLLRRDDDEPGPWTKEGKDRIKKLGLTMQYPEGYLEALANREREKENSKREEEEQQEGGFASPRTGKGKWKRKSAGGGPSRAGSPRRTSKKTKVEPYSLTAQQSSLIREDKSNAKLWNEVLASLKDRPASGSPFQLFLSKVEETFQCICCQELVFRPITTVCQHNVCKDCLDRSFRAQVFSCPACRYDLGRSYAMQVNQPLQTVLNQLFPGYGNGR
NR1D1 modulator = modulates human Rev-erb alpha binding to DNA; P20393; Rev-erbα–FITC-DNA binding, fluorescence polarization, 90 min; activity, % at 10 µM; hit rate 0.79% among 370,000;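 active = activity above about 14%, limit read from the data; passing the limit was not always enough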;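 also: 0% = DMSO wells with 35 nM protein and 100% = DMSO wells with 750 nM protein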
* marks the source's active call; other numbers are inactive results; i = inactive; / = not tested or not shown.

SMILES	PLCg1 inh	ASAP1 GAP inh	DDE Tn7 FP inh	HGIII-sPLA2 inh	DDE Tn6 FP inh	ARFGAP1 inh	KLK7 zymogen act	PLC-beta3 inh	UHRF1 MBD2 ctr	NR1D1 modulator
CCOC(=O)c1cnc2c(c(C)nn2C)c1Oc1cc(Cl)cc(Cl)c1	3.0	3.3	-5.2	5.3	-1.7	7.1	0.3	-7.4	4.0	4.0
CC1CCN(C2=NC(=O)/C(=C/c3ccccc3F)S2)CC1	1.6	-2.5	0.1	5.2	-2.6	-1.7	0.4	-8.9	-0.1	9.9
CC(C)c1cc(C(=O)N2CCCC(N3CCN(c4ccc(F)cc4)CC3)C2)n(C)n1 (configuration not stated)	0.5	-1.6	0.0	5.5	0.9	3.2	0.6	-7.9	2.5	-11.5
COc1cccc(N2CCN(C(=O)C3CCN(C(=O)Nc4ccccc4)CC3)CC2)c1	0.2	-4.9	0.0	12.3	4.6	-14.8	-0.6	-7.5	9.4	-1.6
CCOC(=O)CC(NS(=O)(=O)c1ccc(OC)c(C)c1)c1cccc([N+](=O)[O-])c1 (configuration not stated)	-1.9	1.8	1.4	-20.5	-7.6	9.6	-0.1	1.3	-0.3	-4.2
Cc1ccc(C(=O)N2CCCCCC2)cc1S(=O)(=O)Nc1ccccc1	0.7	19.7	-3.6	-3.7	1.1	4.9	0.3	-5.3	1.4	1.2
CSc1nc(SCC(=O)NCc2ccco2)c2c3c(sc2n1)COC(C)(C)C3	-50.8	5.1	-6.8	14.9	-10.5	24.1	1.6	-69.5	5.3	-2.2
Cc1cc(=O)oc(C)c1C(=O)NCCC(C)C	3.2	2.2	-2.2	1.1	-5.0	7.4	0.0	-0.4	2.7	-3.2
CCCn1cc2c(c1-c1cccc(C)c1)c(=O)n(C)c(=O)n2C	0.1	-1.0	-0.5	-6.2	9.2	-1.2	0.5	-4.4	5.0	1.4
COCC(=O)n1cc(C(=O)OC)c2ccccc21	-0.7	2.6	-1.0	10.7	-7.5	6.7	-0.1	1.4	20.6	2.8
COc1ccc(N(CC(=O)NN=C2CCN(C)CC2)S(=O)(=O)c2ccc(NC(C)=O)cc2)cc1	3.0	4.0	-0.3	-4.6	-12.7	-14.0	0.5	-9.1	1.2	2.2
CN1CCCC1CCNc1ccc2c(=O)c3ccccc3oc2c1 (configuration not stated)	i	6.6	-7.6	2.3	-8.6	2.8	76.2*	i	-11.6	-6.5
Cc1ccc(OCC(=O)N(Cc2ccccc2)c2c(N)n(Cc3ccccc3)c(=O)[nH]c2=O)c(C)c1	-0.8	0.0	6.7	-1.5	2.8	3.5	0.1	-3.4	-1.1	3.7
O=C(CN1CCOCC1)Nc1cc(Cl)ccc1Cl	1.9	4.2	-0.2	1.9	2.6	-1.5	0.2	1.1	-1.7	6.3
O=S(=O)(NN1CCOCC1)c1ccc(Br)cc1	0.7	-10.7	-4.9	-7.3	-4.2	7.7	-0.2	-1.7	-3.6	0.1
Cc1ccccc1C(=O)NCC(=O)OC(C)C(=O)Nc1cccc(S(=O)(=O)N2CCOCC2)c1 (configuration not stated)	-3.1	-6.0	-3.1	-7.5	4.4	-14.0	0.1	-6.3	-1.2	2.4
CCCCNC(=O)C1(C)CCCCN1Cc1ccc2ccccc2c1 (configuration not stated)	-1.3	8.7	-2.1	-7.3	7.4	-19.7	-0.6	2.3	0.8	1.7
O=C(c1ccccn1)N1CCN(S(=O)(=O)c2ccc(F)cc2)CC1	0.7	10.0	5.3	0.6	4.1	0.1	0.3	-5.2	-1.3	-4.4
CC1C(=O)N2CCCc3cc(NC(=O)COc4ccc(Cl)cc4)cc1c32 (configuration not stated)	1.7	-2.6	3.3	-23.3	0.7	4.5	-0.3	-7.1	-1.3	-2.0
COc1ccc(CNC(=O)c2ccc3nccnc3c2)cc1	5.5	9.6	-4.3	4.8	-6.2	-7.1	0.7	1.2	0.3	4.5
NC(=NCc1ccccc1)c1cccc([N+](=O)[O-])c1	0.7	-4.2	1.5	5.3	2.8	0.0	0.4	-0.1	-1.3	-0.8
Cn1c(=O)c2c([nH]c(=O)n2C)n(Cc2ccccc2)c1=O	-0.4	17.1	-1.3	-1.4	-1.2	0.0	-0.1	-6.3	0.9	-0.1
CN1CCN(Cc2cc(COCc3ccccc3)c3cccnc3c2O)CC1	-7.9	-8.4	0.1	-5.2	3.0	-7.5	0.4	-1.4	-4.1	/
COc1ccc(C(=O)NCc2nnc(SC)n2Cc2ccccc2)cc1	-1.3	-19.4	3.1	-4.3	7.8	-5.7	0.1	-5.7	-2.2	0.3

Shown with values under each structure: part of the list above.
Value order – PLCg1 inh | ASAP1 GAP inh | DDE Tn7 FP inh | HGIII-sPLA2 inh | DDE Tn6 FP inh | ARFGAP1 inh | KLK7 zymogen act | PLC-beta3 inh | UHRF1 MBD2 ctr | NR1D1 modulator
CCCCNC(=O)C1(C)CCCCN1Cc1ccc2ccccc2c1 (configuration not stated)
 : -1.3 | 8.7 | -2.1 | -7.3 | 7.4 | -19.7 | -0.6 | 2.3 | 0.8 | 1.7
O=C(c1ccccn1)N1CCN(S(=O)(=O)c2ccc(F)cc2)CC1
 : 0.7 | 10.0 | 5.3 | 0.6 | 4.1 | 0.1 | 0.3 | -5.2 | -1.3 | -4.4
CC1C(=O)N2CCCc3cc(NC(=O)COc4ccc(Cl)cc4)cc1c32 (configuration not stated)
 : 1.7 | -2.6 | 3.3 | -23.3 | 0.7 | 4.5 | -0.3 | -7.1 | -1.3 | -2.0

More results
SMILES	PLCg1 inh	ASAP1 GAP inh	DDE Tn7 FP inh	HGIII-sPLA2 inh	DDE Tn6 FP inh	ARFGAP1 inh	KLK7 zymogen act	PLC-beta3 inh	UHRF1 MBD2 ctr	NR1D1 modulator
COc1ccc(-c2nnc(SCC(=O)N3CCCC3)o2)c(OC)c1	7.6	12.2	0.0	10.8	-6.7	0.0	0.7	0.2	0.6	-8.3
CCOc1ccc(CCNC(=O)c2cc(-c3ccccc3)c(N3CCOCC3)s2)cc1	2.8	3.8	5.5	-2.9	8.4	5.8	0.6	-0.9	0.2	91.2*
O=C(CCN1C(=O)c2ccccc2C1=O)C1=NN[C@@H]2C(=O)N(c3cccc(Cl)c3)C(=O)[C@H]12	1.4	-13.9	10.8	5.0	1.1	10.0	-0.2	0.7	0.2	5.2
COc1cc(C)ccc1S(=O)(=O)n1nc(C)cc1C	-0.7	-5.5	7.4	6.2	0.6	3.7	-0.1	-2.4	0.4	-0.7
Fc1ccc(-n2c(Cn3nnc4ccccc43)n[nH]c2=S)cc1	-0.1	-0.8	2.4	4.3	-7.0	-11.6	0.4	-6.4	3.8	1.4
O=C(Nc1cc(S(=O)(=O)N2CCOCC2)ccc1N1CCCC1)c1ccccc1F	1.6	1.1	-2.1	6.6	-0.8	5.9	0.1	2.2	-0.6	5.7
COC(C(=O)Nc1ccnn1C1CCN(Cc2nccs2)CC1)c1ccccc1 (configuration not stated)	-1.8	-6.0	1.1	7.9	5.7	-6.2	-0.2	-6.4	-0.6	11.1
Cc1ccccc1-n1c(SCC(=O)N2CCCCC2)nc(O)cc1=O	-0.3	2.2	3.5	0.0	7.2	-4.5	-0.4	-9.9	1.2	-2.7
Cc1ccc(Cn2cc(COC(=O)N3CCOCC3)nn2)cc1	2.8	/	-5.1	-0.6	1.8	/	-0.1	1.6	1.0	-0.8
Cc1ccc(S(=O)(=O)N(C)CC(=O)OCC(=O)N2CCN(c3ccccc3)CC2)cc1	-3.4	8.5	-2.2	8.7	-1.1	-1.2	0.8	1.6	6.9	2.3
Cn1/c(=N/N=C/c2ccc(Cl)c([N+](=O)[O-])c2)sc2ccccc21	4.8	12.1	2.0	1.9	5.9	-2.9	-0.8	4.2	-0.3	3.5
O=C(/C=C\NCC(=O)c1ccccc1)c1ccc2ccccc2c1	-24.7	17.8	4.3	-1.8	1.0	-0.1	-3.8	-29.6	-0.9	-3.0
C/C(=C\C(=O)c1ccc(Cl)cc1)Nc1ccc(N2CCOCC2)cc1	-1.1	-16.4	1.5	-5.6	4.7	-4.1	0.9	0.3	-4.5	4.5
Cc1ccc(C(=O)Nc2cc([N+](=O)[O-])ccc2F)s1	4.7	6.2	-3.2	-1.9	-2.5	-3.4	0.2	5.4	-4.4	1.8
COc1ccc(OC)c(NC(=O)c2cc(-c3ccc(F)cc3OC(C)C)n[nH]2)c1	-3.4	1.0	2.7	-16.7	-3.2	6.3	-0.2	-6.9	0.1	7.9
CC(C)c1cc(-c2cc(-c3ccc(Cl)cc3)on2)nc(NC2CCCC2)n1	-0.9	-1.4	-5.9	3.1	0.0	-3.3	-6.6	0.4	2.0	-1.0
C/C(=N\NC(=O)Cn1c(C)nc2ccccc21)c1cccs1	-1.4	-1.9	4.4	-2.4	4.0	8.3	-0.1	-1.6	-0.2	9.5
CC(C)CNC(=O)C1C(=O)Nc2ccccc2C(=O)N1C1CCCCC1 (configuration not stated)	-9.1	4.4	-0.9	4.6	-1.1	-3.6	0.0	-11.2	-1.4	-0.4
CCOC(=O)C1=C(C)N(CCCCCC(=O)O)C(=O)NC1c1cccc([N+](=O)[O-])c1 (configuration not stated)	1.1	-15.6	8.5	4.9	0.6	-3.7	-0.3	-0.9	2.2	-3.4
COc1ccccc1-n1c(=O)[nH]c2c(C(N)=O)nc(-c3cccnc3)nc21	-24.2	-3.3	7.3	2.0	4.5	3.8	-25.1	-24.6	1.2	-3.2
C/C(=N\Nc1ccc(F)cc1F)c1ccc(N2CCOCC2)cc1	-13.5	-0.9	3.1	11.1	-2.9	12.9	-0.2	-22.3	1.4	6.1
Cc1cc(C)cc(NC(=O)CN2CCc3ccccc3C2)c1	0.0	-15.8	-4.2	-4.2	-0.7	-2.5	-0.5	0.9	2.6	0.6
Nc1ncnc2nc(SCCc3ccccc3)[nH]c12	1.2	2.2	-3.1	-4.6	-1.8	0.5	-0.1	-4.4	0.1	5.3
Cc1ccc(NC(=S)Nc2cccc3ccccc23)cc1F	-115.3	-1.8	1.0	9.9	0.0	4.5	-19.9	-172.6	-0.4	-2.6
CCOCCC(=O)Nc1ncc(S(=O)(=O)c2ccc([N+](=O)[O-])cc2)s1	-1.7	-5.3	-1.7	10.8	3.1	1.9	0.1	-2.0	2.3	1.4
CC1C=CCC2C(=O)N(c3cccc(C(=O)NCCc4ccccc4)c3)C(=O)C12 (configuration not stated)	-20.3	3.7	-1.0	-10.0	-5.7	3.0	0.1	-28.8	1.0	-1.6
Cc1csc2c(=O)n3c(nc12)CCCCC3	-0.1	-0.8	-1.9	1.5	5.6	1.7	0.4	2.6	-2.1	1.1
Nc1c(N(Cc2ccccc2)C(=O)COc2cccc(Cl)c2)c(=O)[nH]c(=O)n1Cc1ccccc1	-1.1	6.9	1.2	-5.7	4.6	-0.6	-0.4	-2.4	-1.1	-4.1
COc1cccc(C2C(C#N)=C(N)Oc3cc(C)[nH]c(=O)c32)c1OC (configuration not stated)	-2.5	5.5	-3.8	-2.3	0.7	4.9	-0.4	3.0	-1.9	-6.1
Nc1cc(=O)[nH]c(SCC(=O)Nc2ccc(Oc3ccccc3)cc2)n1	3.0	3.0	-1.3	-6.4	3.2	-6.6	-0.4	2.3	-1.2	-4.3

From PubChem
